# OX1R antag-1: antagonists of human orexin 1 receptor. inhibition, % at 5 µM. AID 434989. O43613. CHO/OX1R cells, Fluo-8 calcium fluorescence, orexin A. hit rate 0.43% among 330,000;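 active = inhibition above its plate's threshold, mean inhibition of all tested compounds on the plate plus 3 SD, cut at about 37% in these data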;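 note: 0% = orexin A challenge wells and 100% = SB-334867-A antagonist wells; not every result past the cut was called active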
# Target sequence (O43613 whole entry, looked up): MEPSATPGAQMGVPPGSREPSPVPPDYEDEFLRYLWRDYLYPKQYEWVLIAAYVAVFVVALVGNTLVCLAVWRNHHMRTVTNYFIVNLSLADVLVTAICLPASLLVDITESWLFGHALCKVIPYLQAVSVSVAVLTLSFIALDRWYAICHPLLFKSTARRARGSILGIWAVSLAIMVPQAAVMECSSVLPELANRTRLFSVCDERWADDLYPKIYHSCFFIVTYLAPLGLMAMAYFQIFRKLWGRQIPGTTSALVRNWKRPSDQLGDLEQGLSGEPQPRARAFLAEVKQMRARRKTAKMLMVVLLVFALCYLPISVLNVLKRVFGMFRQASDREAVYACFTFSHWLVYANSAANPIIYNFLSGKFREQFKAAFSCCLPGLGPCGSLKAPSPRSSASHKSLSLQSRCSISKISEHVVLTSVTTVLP
# OX1R antag-2: blocks the human orexin 1 receptor; O43613; OX1R-expressing cells, FRET antagonist read-out; inhibition, % at 6.6 µM; hit rate 1.8% among 330,000; AID 485270; in the data active = inhibition mostly above about 38%, no sharp cut-off; inactive = mostly below about 40%;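 note: 0% = agonist challenge alone and 100% = reference antagonist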
# * marks the source's active call; other numbers are inactive results.
SMILES,OX1R antag-1,OX1R antag-2
COC(=O)c1ccc(NC(=O)CSc2nc3cccnc3n2C)cc1,-15,35
CCOc1ccc2[nH]c(=O)c(CN(CCCO)S(=O)(=O)c3ccc(F)cc3)cc2c1,-29,17
CCCC(=O)N1CCC(CCC(=O)NC2CC2)CC1,-7,14
Cc1ccc(-c2nn[nH]n2)o1,4,8
C=CCNc1nc2ccccc2nc1NS(=O)(=O)c1cccc(C)c1,-20,-2
NC(=O)CSc1ncc(-c2ccccc2)[nH]1,-4,7
COC(=O)c1ccccc1NC(=O)CSc1nnc(C(C)NC(=O)c2ccc(Cl)cc2Cl)n1C (configuration not stated),-46,22
COc1cc(NC(=S)NCCCO)c(OC)cc1Cl,-6,18
CCOC(=O)c1sc2nc(-c3cccnc3)ccc2c1N,-3,56
O=C(CCn1c2c(c3ccccc31)CCCC2)NNC(=O)c1ccccc1[N+](=O)[O-],3,5
O=c1c2ccccc2nc(/C=C/c2c[nH]c3ccccc23)n1-c1ccc([N+](=O)[O-])cc1,-26,8
CC(C)(NS(=O)(=O)OCC(Cl)(Cl)Cl)c1ccccc1,-15,38
COc1ccc([N+](=O)[O-])cc1NC(=O)c1ccc(-n2nc(C)cc2C)cc1,-15,9
O=C1CN(C(=O)COC(=O)CNS(=O)(=O)/C=C/c2ccccc2)c2ccccc2N1,-5,18
C=CCn1c(-c2cc(Cl)ccc2OC)n[nH]c1=S,-23,23
Cc1sc(NC(=O)c2ccc3ncsc3c2)c(C(N)=O)c1C,-14,44*
O=C(N/N=C/c1ccc(-c2ccccc2)o1)c1ccccc1O,-18,29
O=C(OCc1nc2ccc(Cl)cc2n1CCO)c1ccccc1,5,19
CCn1cc(C(=O)NC(C)C)c(=O)c2cc(F)c(N3CCN(C(=O)c4ccco4)CC3)cc21,-21,13
Cc1ccc2[nH]c(CSc3ccccc3)cc(=O)c2c1,-15,3

# A second format for two compounds above.
SMILES	OX1R antag-1	OX1R antag-2
O=C1CN(C(=O)COC(=O)CNS(=O)(=O)/C=C/c2ccccc2)c2ccccc2N1	-5	18
C=CCn1c(-c2cc(Cl)ccc2OC)n[nH]c1=S	-23	23

# Next part
SMILES,OX1R antag-1,OX1R antag-2
O=C(NC(=S)Nc1ccc(Br)cc1)C1CCCCC1,-11,36
CC(C)(C)C(=O)n1nc(-c2ccccc2)oc1=O,3,-3
Cc1ncc(C23CC4CC(CC(C4)C2)C3)[nH]1,-3,3
O=S(=O)(NC1CCCCC1N1CCN(c2cccc(Cl)c2)CC1)c1ccccc1 (configuration not stated),-16,11
COc1cccc(-c2ncc3ccccc3c2COC(=O)c2ccc(F)cc2)c1,-5,8
COc1ccc(OC)c(C2=NOC(C(=O)Nc3cccnc3)C2)c1 (configuration not stated),-9,16
COC(=O)c1cn(-c2cccc(C)n2)cn1,-10,2
COc1cc(/C=C/C(=O)OCC(=O)NCc2ccc3c(c2)OCO3)cc(OC)c1OC,-23,-1
Nc1nnnn1/N=C/c1ccccc1OCc1ccccc1,-36,16
CCOC(=O)c1ccc(NC(=O)c2nccnc2C(=O)O)cc1,-13,3
CCCNC(=O)c1ccc(COc2ccc(C)cc2)o1,-19,6
COc1ccc(CC(=O)NCc2ccc3c(c2)cc(C)n3C)cc1OC,-34,4
CC1(c2nnc(-c3ccc(Cl)cc3)o2)CC(c2ccc(Cl)cc2)=NO1 (configuration not stated),-4,6
COc1ccc(C2(C)NC(=O)NC2=O)cc1OC (configuration not stated),-9,13
CCNc1ccc(Br)cc(C(=O)/C=C/c2ccccc2Cl)c1=O,-14,14
Cc1nn(-c2ccccn2)c2c1C(c1ccncc1)C1=C(CC(C)(C)CC1=O)N2 (configuration not stated),-23,2
CN(C)S(=O)(=O)N1CCC(n2nccc2NC(=O)CCCc2ccccc2)CC1,-14,14
O=C(NCCN1CCOCC1)c1ccc2c(c1)N(Cc1ccc(Cl)cc1)CCS2,-37,18
CCN(CC(=O)Nc1c(F)cccc1F)C(=O)CCC(=O)c1ccc(F)cc1,-15,10
COc1ccccc1C(=O)Nc1ccc(OCC(=O)N2C(C)CCCC2C)cc1 (configuration not stated),5,11

# Of the compounds above, these contain a Cl atom:
SMILES,OX1R antag-1,OX1R antag-2
COC(=O)c1ccccc1NC(=O)CSc1nnc(C(C)NC(=O)c2ccc(Cl)cc2Cl)n1C (configuration not stated),-46,22
COc1cc(NC(=S)NCCCO)c(OC)cc1Cl,-6,18
CC(C)(NS(=O)(=O)OCC(Cl)(Cl)Cl)c1ccccc1,-15,38
C=CCn1c(-c2cc(Cl)ccc2OC)n[nH]c1=S,-23,23
O=C(OCc1nc2ccc(Cl)cc2n1CCO)c1ccccc1,5,19
O=S(=O)(NC1CCCCC1N1CCN(c2cccc(Cl)c2)CC1)c1ccccc1 (configuration not stated),-16,11
CC1(c2nnc(-c3ccc(Cl)cc3)o2)CC(c2ccc(Cl)cc2)=NO1 (configuration not stated),-4,6
CCNc1ccc(Br)cc(C(=O)/C=C/c2ccccc2Cl)c1=O,-14,14
O=C(NCCN1CCOCC1)c1ccc2c(c1)N(Cc1ccc(Cl)cc1)CCS2,-37,18

# Additional compounds
SMILES,OX1R antag-1,OX1R antag-2
COc1ccc(NC(=O)C2CC(c3ccc(Cl)cc3)=NO2)cc1 (configuration not stated),9,4
Cn1c(-c2ccc(F)cc2)cnc1SCC(=O)Nc1ccccc1N1CCOCC1,-15,28
Cn1ccnc1SCC(=O)c1ccc(C#N)cc1,-7,6
CC(=O)c1ccccc1OCc1ccc(C(=O)c2ccccc2)cc1,-30,21
O=C(COC(=O)c1cc(Br)ccc1O)NC12CC3CC(CC(C3)C1)C2,-9,3
Cc1ccc2cc([N+](=O)[O-])ccc2n1,-5,18
CC(C)CNC(=O)C1c2ccccc2Oc2ccccc21,-15,10
COc1ccc(CNC(=O)CCNS(=O)(=O)c2ccc(Br)s2)cc1,-13,18
COc1cccc(-c2nnc(SCC(=O)N3CCCC3=O)n2-c2ccccc2)c1,-10,21
O=C(COC(=O)c1ncc(Cl)c(Cl)c1Cl)Nc1ccc(Cl)cn1,-9,6
O=C(Nc1ccon1)c1cccc(Cl)c1,5,6
Cc1ccn2c(=O)c(C(=O)O)cnc2c1,-20,4
CCN(CC(=O)NCc1ccc(Cl)cc1)C(=O)NCc1ccc(Cl)cc1,-23,25
Cc1cccc(NC(=O)c2cc(-c3ccc(C)s3)nc3ccccc23)n1,-33,27
C=CCn1c(Cc2csc(N)n2)nnc1SCC(=O)Nc1ccc(C(=O)OCC)cc1,-5,-1
Cc1ccc(CSc2nc3[nH]ncc3c(=O)[nH]2)cc1,-4,9
COC(=O)C[C@H]1c2cc(C(F)(F)F)ccc2S(=O)(=O)N1C(C)(C)C,-15,40
C=CCn1c(C2CC2)n[nH]c1=S,2,0
OCCN=c1cc(-c2ccccc2)oc2ccc(Cl)cc12,-38,47*
CCn1ccnc1CN(C)Cc1nc(-c2ccc3c(c2)OCO3)no1,-6,32
C=CCN1CCN(C(c2cc(OC)ccc2OC)c2nnnn2CC2CCCO2)CC1 (configuration not stated),-29,20
COc1cc(/C=C2\C(=O)N(c3ccc(NC(C)=O)cc3)N=C2c2ccccc2)ccc1O,-7,33
CCNc1ccc(S(=O)(=O)NCCN(C)C)cc1[N+](=O)[O-],-1,28
COc1ccc(C2NC(=O)C(C)S2)cc1 (configuration not stated),-3,2
O=S(NCc1ccccc1)C12CC3CC(CC(C3)C1)C2 (configuration not stated),20,4
NC(=O)c1ccsc1NC(=O)CN1C(=O)C2CC=CCC2C1=O (configuration not stated),-8,2
COc1ccc(NS(=O)(=O)c2ccc(N3CC(O)=C(c4ccccc4)C3=N)cc2)cc1,-13,8
CCN(CC)S(=O)(=O)c1ccc(N2CC(C(=O)N3Cc4ccccc4CC3C(N)=O)CC2=O)cc1 (configuration not stated),-3,-3
O=c1[nH]c2c(s1)C=Nc1ccccc1N2,-1,51
COc1ccc(-n2ccnc(SCC(=O)NC3CCCC3)c2=O)cc1,-7,45*
COc1ccc(C(=O)Cn2ccsc2=NC(C)=O)cc1,12,8
CC(C)CN(C(=O)COC(=O)c1ccc(-c2ccccc2)cc1)C1CCS(=O)(=O)C1 (configuration not stated),-8,29
Cc1cc(/C=N/n2cnnc2)c(C)n1-c1ccccc1,-9,16
CCOc1nc2ccccc2cc1/C=C/C(=O)O,-34,11
COC(=O)c1cc(NC(=O)c2ccc(F)cc2)cc(C(=O)OC)c1,-30,28
CN(C)C(=O)COC(=O)c1ccccc1NC(=O)c1ccco1,-23,-2
Cc1ccsc1/C=N/NC(=O)c1sccc1C,-15,17
CN1CCN(C2Cc3cc(Cl)ccc3Sc3cc(F)ccc32)CC1 (configuration not stated),1,18
O=C(Nc1nccs1)c1cccc(NC(=O)c2ccco2)c1,-15,6
O=C(C1=C(O)C(=O)N(CC2CCCO2)C1c1ccccc1F)c1ccco1 (configuration not stated),2,8
COc1ccc2cc(Br)ccc2c1CC(=O)NCCCN1CCOCC1,-16,8
O=C(Nc1ccc(S(=O)(=O)NCc2ccccc2)cc1)c1ccc(Br)o1,-1,39
CCc1cc(C(=O)N/N=C/c2ccc(OC)cc2)c2ccccc2n1,-18,2
CCc1ccc(OCCCC(=O)Nc2cccc(C(=O)O)c2)cc1,-15,15
COCCN(C(=O)c1csnn1)C(C(=O)NC1CCCC1)c1ccccc1F (configuration not stated),-16,11
CCCC1NC(=O)NC(C)=C1C(=O)OCC (configuration not stated),-10,4
CCC(=O)Nc1sc2c(c1C(=O)OC)CCN(Cc1ccccc1)C2,-36,24
Cc1ccc(OCC(=O)N2c3ccccc3CC2C)c([N+](=O)[O-])n1 (configuration not stated),-14,34
O=C(Nc1cc([N+](=O)[O-])ccc1F)c1cccs1,-16,30
CCOC(=O)C1=C(CC)Nc2ccccc2N=C1NC(=O)c1ccc(S(=O)(=O)N2CCCC2)cc1,-16,7
O=C(NCCc1ccccc1)C1CCN(S(=O)(=O)c2ccc(-n3cnnn3)cc2)CC1,-28,1
COc1ccccc1C(=O)NC(=O)COC(=O)c1ccc(Cl)nc1,-18,8
COC(=O)CSc1nnc(-c2c[nH]c3ccccc23)o1,-13,5
O=C(NC(=S)Nc1ccccn1)c1ccc(-c2ccccc2)cc1,-19,20
CC(NC(=O)Cc1ccccc1)c1ccccc1 (configuration not stated),-10,8
COc1cccc(C(C(=O)NC(C)(C)C)N(CCC(C)C)C(=O)CCC(=O)Nc2cc(C)on2)c1OC (configuration not stated),-23,9
Clc1ccccc1-c1nc(-c2ccccc2)n[nH]1,-8,16
O=C1c2cnc3nc(SCc4cccc(Cl)c4)nn3c2CC2c3ccccc3CCN12 (configuration not stated),-7,1
COc1cccc(CNC(=O)CCNC(=O)N2CCn3c2nc2ccccc23)c1,-2,24
Cc1ccc(C(=O)OCC(=O)NC2CC2)s1,-16,1
# Carrying on.
SMILES,OX1R antag-1,OX1R antag-2
Cc1cc(C)n(-c2ccc(NC(=O)C3CCCCN3C(=O)c3ccc(C)s3)cc2)n1 (configuration not stated),-13,10
CCC(C)NC(=O)C1c2ccccc2C(=O)N1Cc1ccccc1 (configuration not stated),-18,4
CN(C(=O)CSc1nnnn1-c1ccc(O)cc1)C1CCS(=O)(=O)C1 (configuration not stated),-7,8
CCCCN1C[C@H](O)[C@@H](O)[C@H](O)[C@H]1CO,-11,11
CCOC(=O)c1cc2n(n1)C(C(F)(F)C(F)(F)F)CC(C)N2 (configuration not stated),-23,5
COc1ccc(CNC(=O)CN2CCN(c3ccccc3)CC2)cc1,-16,15
COc1cccc(C(=O)Nc2ccc3[nH]c(=O)[nH]c3c2)c1OC,-2,24
CN(C)/C=C(/C(=O)c1ccccc1Cl)S(=O)(=O)c1ccccc1,-6,14
COc1ccc(OC)c(C2C(C#N)=C(N)Oc3c2c(C)nn3-c2ccc(C)cc2)c1 (configuration not stated),-26,40
O=C(Nc1ccccc1)N1CCCc2ccccc21,2,12
O=c1c2c(-c3ccc([N+](=O)[O-])cc3)ccnc2[nH]n1-c1ccccc1,-6,-5
COc1ccc(-c2ccc(S(=O)(=O)N3CCOCC3)cc2)cc1,-4,10
COc1ccc(-c2[nH]ncc2CN(C)Cc2nonc2C)c(OC)c1,-24,-23
c1ccc(CNc2ncnc3c2cnn3-c2ccccc2)cc1,-17,18
O=C(CSc1nnc(-c2ccc(O)cc2)o1)N1CCOCC1,1,16
COc1ccc(C(=O)NNC(=O)c2ccc3ccccc3n2)cc1,-10,8
O=C(NCc1cccnc1)[C@@H]1CC=C[C@@H]2CCN(Cc3ccccc3)C(=O)[C@@H]21,9,44
COCCN1C(=O)c2ccccc2C(C(=O)NCCCN2CCCC2)C1c1c[nH]c2ccccc12 (configuration not stated),7,2
CC(NC(=O)Cn1cccc1C(=O)c1ccccc1)c1ccc2c(c1)OCCO2 (configuration not stated),-14,24

# Compound activity from PubChem BioAssay.
